High-throughput results: PubChem, Sanford-Burnham Center for Chemical Genomics
697 NFkB inh = inhibitors of the PMA/ionomycin-induced NF-kB reporter in 697 B cells | 697 B-cell NF-kB luciferase reporter, 16 h | inhibition, % at 4 µM | 0.33% of 330,000 active; in the data active means inhibition above about 35%
UPR XBP1 act = adaptive UPR (XBP1) activation; activation, % at 20 µM; 0.33% of 330,000 active; CHO-XBP1 luciferase reporter, IRE1-XBP1 UPR activation, luminescence; percent of tunicamycin response, DMSO as zero;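 active means versus positive control, 20 µM dose yields 30% or more activation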;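 further: 100% = tunicamycin at 10 µg/mL and 0% = DMSO only wells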
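assay system = CHO-XBP1 luciferase reporter cells | amount = 1000 cells/well | buffer or medium = F12 plus 10% FBS | compound dosing = single point, 20 µM final compound, 1% DMSO | incubation = 16-18 h cell attachment at 37 °C, then 6 h compound exposure | detection = Steady-Glo luminescence read | controls = tunicamycin 10 µg/mL and vehicle-only wells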
Jurkat NFkB inh = lowers PMA/ionomycin-induced NF-kB signal in Jurkat cells | PMA/ionomycin-induced NF-kB luciferase reporter, luminescence | 0.53% of 330,000 active | inhibition, % at 4 µM; in the data active means inhibition above about 50%
Mdm2 MdmX PPI = disrupts the human Mdm2-MdmX interaction. SaOS-2 split-luciferase Mdm2/MdmX complementation, luminescence. inhibition, % at 8 µM. 3% of 330,000 active. AID 485346;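 active means inhibition of at least 50% at 8 µM in the primary screen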
CHOP UPR activ = activators of apoptotic arm of unfolded protein response (CHOP); activation, % at 10 µM; 0.34% of 330,000 active; CHO-CHOP luciferase reporter, UPR activation, luminescence; percent of tunicamycin response over DMSO baseline;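 active means at 10 µM dose, activation of 40% or more, normalized to positive control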;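 further: 100% = tunicamycin at 10 µg/mL and 0% = DMSO alone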
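Material: CHO-CHOP cells, stable luciferase reporter of PERK-eIF2a-CHOP signalling; quantity: 500 reporter cells seeded per well; buffer or medium: F12 medium containing 10% fetal bovine serum; compound: one dose, 10 µM in 0.5% DMSO; incubation: 6 h compound treatment, 37 °C; measured by: Steady-Glo luciferase luminescence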
APJ antag = blocks the human apelin receptor APJ; inhibition, % at 20 µM; CHO-K1 APJ beta-arrestin complementation, luminescence; 0.32% of 330,000 active;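 active means inhibition above about 40% at 20 µM, limit read from the data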;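 further: cells challenged with 10 nM apelin-13 agonist together with compound; plate controls were apelin-13 plus DMSO wells for no effect and DMSO wells lacking apelin-13 for full effect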
Target sequence (P35414 whole entry, looked up): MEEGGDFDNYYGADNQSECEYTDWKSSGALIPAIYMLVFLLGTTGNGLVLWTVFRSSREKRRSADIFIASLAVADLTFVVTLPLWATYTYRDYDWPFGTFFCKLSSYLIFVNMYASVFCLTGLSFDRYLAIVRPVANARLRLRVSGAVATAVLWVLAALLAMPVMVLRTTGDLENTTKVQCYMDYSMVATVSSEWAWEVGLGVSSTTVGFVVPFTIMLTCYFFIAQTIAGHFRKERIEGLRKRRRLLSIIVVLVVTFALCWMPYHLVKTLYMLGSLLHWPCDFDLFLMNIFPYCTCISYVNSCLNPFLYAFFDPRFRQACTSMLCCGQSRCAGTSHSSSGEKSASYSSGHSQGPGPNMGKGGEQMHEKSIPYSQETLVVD
APJ agonist = activates the human apelin receptor APJ; P35414; CHO-K1 APJ PathHunter beta-arrestin, luminescence; 0% DMSO wells, 100% apelin; activation, % at 20 µM; 0.11% of 330,000 active;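 active means activation more than six SD over the plate average, tested at 20 µM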;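 further: 0% = DMSO alone and 100% = apelin-13 at 10 nM; some results filed as inactive read as strong as hits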
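Assay system: CHO-K1 APJ beta-arrestin complementation cell line / Compound: single test compound dose, 20 µM final, 1% DMSO / Times: overnight seeding, 90 min compound at 25 °C, 1 h detection / Technique: beta-gal luminescence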
tim23-1 inh = tim23-1 yeast growth inhibition; S. cerevisiae tim23-1 growth, BacTiter-Glo luminescence, 24 h; inhibition, % at 20 µM; 1.3% of 330,000 active; AID 463212;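 active means growth inhibition of the mutant yeast at or above 50%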;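 further: temperature-sensitive mutant grown at 25 °C; plate controls were DMSO-treated mutant yeast for no effect and medium wells lacking yeast for full effect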
Numbers without * were called inactive; nt = no result given.

SMILES | 697 NFkB inh | UPR XBP1 act | Jurkat NFkB inh | Mdm2 MdmX PPI | CHOP UPR activ | APJ antag | APJ agonist | tim23-1 inh
CCOC(=O)c1ccc2c(c1)nc(SCC(=O)NC(C)C)n2CC | 24.3 | -0.9 | -8.2 | -13.9 | -0.6 | 7.6 | -4.4 | 16.3
CCCn1c(C2CCCN2c2nc(-c3ccc(C)cc3)cs2)nc2ccccc21 (configuration not stated) | 18.7 | 1.8 | 6.9 | 29.1 | 1.5 | 14.6 | -7.8 | 19.5
Cc1ccc(Sc2ccc([N+](=O)[O-])cc2[N+](=O)[O-])nc1 | -20.5 | -5.4 | -25.2 | -17.0 | -2.0 | -21.6 | 5.8 | 36.3
O=C(Nc1cc(C(F)(F)F)ccc1N1CCCC1)c1cccnc1 | 10.5 | 0.7 | -1.0 | 4.5 | 0.1 | -1.3 | -2.5 | 15.1
CCCN(CC(=O)Nc1ccccc1C)C(=O)CC(NC(=O)c1ccccc1)c1ccccc1 (configuration not stated) | -8.6 | -4.1 | -6.0 | 11.4 | -1.5 | -67.8 | 2.9 | 23.0
CC(=O)c1ccc(Nc2c(C)n(C)n(-c3ccccc3)c2=O)cc1 | 21.8 | -1.8 | -2.5 | -10.3 | 0.5 | 14.2 | -2.3 | 0.1
Cc1cc(N)n2ncc(-c3cccc(Br)c3)c2n1 | -74.2 | 5.4 | -81.8 | -31.2 | 4.5 | -1.9 | -2.4 | 81.5*
Cc1cc(Br)cc2c(C(=O)NCC3CCCO3)cc(-c3cccs3)nc12 (configuration not stated) | -57.2 | 2.7 | -10.9 | 55.9* | 5.5 | 10.1 | -4.0 | 16.8
Cc1ccc(OCC(=O)NNC(=S)NC(=O)c2cccs2)c(C)c1 | 2.4 | -1.0 | -5.1 | 51.5* | -0.3 | 9.9 | -6.6 | -42.8
CCn1nc(C)c(NC(=O)Nc2cccc(Cl)c2Cl)c1C | -1.4 | -2.1 | 7.2 | 22.9 | -0.3 | 0.4 | -2.3 | 14.3
CCNC(=O)COC(=O)c1ccc(-c2nc3ccccc3s2)s1 | -38.5 | -3.3 | -27.9 | -18.7 | -2.6 | 0.5 | -1.0 | 42.0
COc1ccc(OC)c(NC(=O)CSc2nc3ccccc3cc2Cc2ccccc2)c1 | 10.2 | -4.0 | 21.5 | 15.2 | 0.5 | 20.7 | -0.7 | 0.4
C=CCn1c(=O)c2ccccc2n2c(SCC(C)=O)nnc12 | -1.2 | 0.9 | 17.6 | -5.0 | -0.7 | -16.8 | -2.1 | 0.2
CN1CCN(C(=O)c2ccccc2NC(=O)c2cccs2)CC1 | 12.0 | -5.5 | -10.6 | 18.1 | -2.1 | 11.8 | -2.7 | -13.3
COc1cccc(/C=N/NC(=O)CC(=O)NCCc2ccccc2)c1OC | -2.8 | -3.9 | -4.8 | 14.9 | -0.7 | -5.3 | -2.0 | 1.4
Cc1cc(CNC(=O)[C@H]2C[C@@H]2[C@H](NP(=O)(c2ccccc2)c2ccccc2)c2ccccc2)nn1C | 28.6 | -4.3 | 1.7 | 10.8 | -0.3 | 1.6 | 3.6 | -4.2
COc1ccc(-c2nc(NC(=O)CSc3nnc(C)s3)ns2)cc1 | -36.1 | -0.8 | -16.7 | 31.1 | 0.0 | -0.5 | -1.4 | 6.7
COCCNC(=O)C(c1ccc(F)cc1)N(Cc1cccs1)C(=O)CCC(=O)Nc1ccccn1 (configuration not stated) | 9.6 | -5.8 | 13.3 | -4.7 | -0.5 | -4.0 | -4.2 | 7.1
COC(=O)[C@H](CCSC)NC(=O)Nc1ccc(OC)cc1 | -3.1 | 1.6 | 22.4 | 11.2 | -2.6 | 21.0 | -1.9 | -1.2
Cc1ccc(CSCCNC(=O)c2ccc(NS(C)(=O)=O)cc2)cc1 | 35.9* | -2.4 | -12.1 | -5.7 | -0.7 | -20.8 | -2.0 | 10.0
COC(=O)c1sc(N/N=C/c2ccc(C(C)C)cc2)nc1C | -40.9 | 10.5 | -36.8 | 19.9 | 3.8 | 8.0 | 0.1 | 20.9
COc1cc2ccccc2cc1C(=O)N(CCN(C)C)c1nc2c(F)cc(F)cc2s1 | -50.8 | -0.2 | -8.7 | 23.2 | 2.2 | 13.7 | -5.1 | 32.1
CCn1c(SCC(=O)NCc2ccccc2)nnc1-c1c[nH]c2ccccc12 | 2.4 | -2.3 | -1.6 | 5.1 | 13.7 | 10.0 | -1.3 | 7.3
COc1ccccc1OCCNC(=O)CNC(=O)c1ccc(C(C)(C)C)cc1 | -4.9 | -2.1 | 2.2 | 15.5 | 1.7 | 1.9 | -3.9 | 24.7
COc1ccccc1-n1cnc(N)c1C(C)=O | 20.3 | -1.9 | -5.0 | 7.9 | -2.2 | -13.0 | -3.4 | -0.6
Cc1ccc(OC(C)C(=O)Nc2ccc(F)cc2)c([N+](=O)[O-])n1 (configuration not stated) | -5.4 | -0.8 | -5.1 | -13.0 | -0.1 | 5.1 | -0.5 | 13.3
Oc1c(C(c2cccc(F)c2)N2CCN(Cc3ccccc3)CC2)sc2ncnn12 (configuration not stated) | 9.7 | -5.9 | 13.7 | -9.0 | 0.6 | 14.4 | -4.6 | 2.3
COc1ccc(Br)cc1C(=O)NCc1cccnc1 | -1.8 | -0.6 | -3.8 | 32.2 | -2.1 | 12.6 | 2.2 | 13.9
Cc1ccc(-c2nnn(CC(=O)NCCC3=CCCCC3)n2)cc1 | -10.8 | -0.1 | -10.3 | -23.7 | -1.5 | 7.4 | 1.0 | -2.3
Cc1ccnc(NC(=O)C2CCN(S(=O)(=O)c3c(C)c(C)cc(C)c3C)CC2)c1 | 4.3 | -5.0 | 15.0 | 84.8* | -2.3 | -46.7 | -3.9 | 40.4

A different layout for part of the listing above:
> COc1cc2ccccc2cc1C(=O)N(CCN(C)C)c1nc2c(F)cc(F)cc2s1
  697 NFkB inh: -50.8
  UPR XBP1 act: -0.2
  Jurkat NFkB inh: -8.7
  Mdm2 MdmX PPI: 23.2
  CHOP UPR activ: 2.2
  APJ antag: 13.7
  APJ agonist: -5.1
  tim23-1 inh: 32.1

> Cc1ccc(Sc2ccc([N+](=O)[O-])cc2[N+](=O)[O-])nc1
  697 NFkB inh: -20.5
  UPR XBP1 act: -5.4
  Jurkat NFkB inh: -25.2
  Mdm2 MdmX PPI: -17.0
  CHOP UPR activ: -2.0
  APJ antag: -21.6
  APJ agonist: 5.8
  tim23-1 inh: 36.3

Next records follow.
SMILES | 697 NFkB inh | UPR XBP1 act | Jurkat NFkB inh | Mdm2 MdmX PPI | CHOP UPR activ | APJ antag | APJ agonist | tim23-1 inh
Cc1cccc2c(=O)c(C(=O)NCc3cccs3)c[nH]c12 | -47.7 | 1.5 | -53.5 | -49.3 | 6.9 | 0.4 | 2.9 | -4.2
CC(C)(C)S(=O)(=O)c1cnc2c(S(=O)(=O)c3ccccc3)cnn2c1N | 12.4 | 2.6 | -4.0 | 16.4 | -0.5 | -16.5 | 7.7 | 0.9
CCOC(=O)CCn1c(=S)n(CCC(=O)OCC)c2ccccc21 | -1.1 | 0.1 | -12.7 | 10.1 | 2.8 | 2.3 | -1.7 | 19.9
CC#CC(=O)N1CCCC(Cc2cccc(OC)c2)(C(=O)OCC)C1 (configuration not stated) | -57.4 | 0.5 | -33.9 | -29.4 | 5.1 | 12.3 | -1.8 | 18.1
COc1ccc(S(=O)(=O)N(C)CC(=O)N2CCN(C)CC2)cc1C | 21.7 | -0.3 | 3.5 | 8.1 | -1.3 | -5.5 | -3.2 | -0.9
Cc1cc(C)nc(NS(=O)(=O)c2ccc(NC(=O)c3cccs3)cc2)n1 | 7.9 | -4.1 | -17.3 | 7.6 | 2.9 | 0.2 | 0.1 | -16.0
CN(C)CCNc1oc(-c2ccccc2Cl)nc1S(=O)(=O)c1ccccc1 | 4.2 | -2.4 | 3.6 | -9.1 | -0.2 | -9.5 | -2.4 | -7.7
COc1ccc(NC(=O)c2ccccc2-c2ccccc2)c(C)c1 | 23.4 | 5.6 | 1.3 | -10.9 | 0.8 | -0.3 | -4.7 | 18.1
COc1ccc(S(=O)(=O)N2CCOC2CNC(=O)C(=O)NCc2ccco2)cc1OC (configuration not stated) | 26.5 | -1.4 | 3.3 | 6.5 | -1.2 | 2.7 | -2.8 | 14.2
COc1ccc(CCNC(=O)CNS(=O)(=O)c2ccc(Cl)cc2)cc1 | 6.1 | -0.8 | 12.4 | 35.9 | -0.8 | 8.9 | 3.2 | 5.5
Cc1ccccc1/C=N/Nc1ccc(Cl)nn1 | -11.4 | -2.0 | -14.8 | -6.5 | 0.0 | -1.1 | -2.3 | -16.2
Cc1ccc2cc(CN(Cc3cccs3)C(=O)c3ccco3)c3nnnn3c2c1C | 4.0 | -0.1 | 10.4 | 14.0 | 0.0 | -2.4 | 0.9 | 29.0
O=C(CCC(=O)Nc1ccc(Br)cc1)N/N=C/c1ccccc1O | -14.8 | -1.0 | 22.2 | 67.3* | 1.9 | -11.7 | -1.4 | 17.5
Cc1ccc(NC(=O)CSc2ccc(C(N)=O)cc2[N+](=O)[O-])cc1C | 15.1 | 8.6 | -18.0 | 19.4 | -0.7 | 6.4 | 0.8 | -17.5
CC1CCCCC1NC(=O)CSc1nncs1 (configuration not stated) | 7.0 | -2.4 | 4.9 | 7.9 | -0.6 | 6.2 | -5.9 | -2.3
CCCn1nnnc1SCC(=O)Nc1ccc(F)cc1 | -29.7 | -1.1 | -7.7 | -7.1 | 3.0 | 24.6 | -16.3 | 8.8
CC(=O)Nc1ccc(S(=O)(=O)NCCC(=O)Nc2ccc(C)cn2)cc1 | 8.2 | -1.6 | 5.6 | 13.5 | -1.1 | -6.9 | 7.7 | 3.6
CCCSc1nc2c(cnn2-c2ccccc2)c(=O)n1N | -191.5 | 2.3 | -138.2 | -116.9 | 3.9 | 4.6 | -0.9 | 16.1
Cc1ccccc1NC(=O)c1ccc(CN2CCC(Cc3ccccc3)CC2)cc1 | -21.1 | -2.9 | 43.5 | 57.6* | -0.2 | 11.0 | -5.0 | -10.6
COc1ccccc1CNC(=O)c1cn(C)c2ccc(S(=O)(=O)N3CCCC3)cc2c1=O | 22.6 | -2.1 | 16.6 | -12.8 | 0.7 | -0.6 | -4.8 | 9.7
Clc1cc(Br)ccc1OCCCNCc1ccccc1 | -2.8 | -0.5 | -1.7 | 55.2* | 0.2 | -1.1 | -3.2 | -12.0
O=C(N/N=C/c1ccncc1)c1cc(-c2ccc(Br)s2)[nH]n1 | -2.8 | 2.8 | 3.1 | -2.9 | 3.9 | -8.6 | 4.9 | 13.8
COc1cc(/C=C/C(=O)OCC(=O)c2c(N)n(C)c(=O)n(C)c2=O)ccc1OCC#N | 13.7 | 1.2 | -7.6 | -12.5 | -1.2 | 13.5 | -1.4 | 0.2
Cc1noc(C)c1C(=O)N1CCc2ccccc21 | 8.4 | -0.7 | 1.9 | -5.4 | -0.7 | 7.5 | -2.4 | -18.8
CC(C)(C)c1nnc(NC(=O)Cc2ccc(Br)cc2)s1 | -48.1 | -0.6 | -13.1 | -24.4 | -0.4 | -23.2 | 0.7 | 14.1
O=C(O)CCc1ccc(-c2ccccc2)n1CC(=O)Nc1cccc(C(F)(F)F)c1 | 6.6 | -5.6 | 0.9 | 19.4 | -0.6 | 17.9 | -2.3 | 20.1
O=C(NCc1ccccc1)c1ccccc1CO | 4.0 | 0.0 | 2.6 | -4.5 | -1.5 | -14.9 | nt | 7.0
CCc1cc2c(SCC(=O)c3ccc(Cl)s3)ncnc2s1 | -11.1 | -1.5 | -11.4 | -13.8 | -0.7 | 11.2 | 1.0 | 8.8
CC(C)(C)c1csc(CS(=O)(=O)c2ccccn2)n1 | -10.1 | -2.6 | -37.5 | 1.3 | 2.8 | -8.5 | 1.6 | 6.0
CN(Cc1cccnc1)C(=O)c1cc(COc2ccc3ncccc3c2)on1 | -29.0 | 0.2 | 48.7 | 18.2 | 4.0 | 6.8 | 4.2 | 6.8
